# Bioassay records from PubChem BioAssay.
# Coupling enz – qHTS Assay for Inhibitors of Fructose-1,6-bisphosphate Aldolase from Giardia Lamblia: Coupling assay counterscreen | activity change, negative = inhibition, % at 58.2 µM, hits read low | AID 2472, 2010 | coupling enzyme system counterscreen, AmpLite Red fluorescence | 0.67% of 290,000 active; in the data active = activity change below about -30%; also: % is scaled to controls: 0 for no effect and ±100 for the full control effect
#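 Fluorescence at 525 nm excitation and 598 nm emission measured inhibition of the coupled detection system without aldolase. Compounds (at 57.5 uM final) were preincubated 10 min at room temperature with coupling enzyme reagent before a 20 min substrate/AmpLite Red step.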
# MBNL1 CUG block – qHTS Assay for Inhibitors of MBNL1-poly(CUG) RNA binding; Potency, µM (highest dose often 57.5 µM), for inactives: at the highest dose activity change, negative = inhibition, hits mostly inhibitors; 0.036% of 280,000 active; Muscleblind-like protein 1 (Homo sapiens), Q9NR56; TR-FRET MBNL1-His/biotin-(CUG)12 binding, 665/545 ratio; active = well fitted inhibition curve with a large enough effect in the signal ratio, with a control signal flat, not every such curve was filed as active; inconclusive = small, poorly fitted or top-dose-only effect, or effect the other way, or a change in a side signal; inactive = no such curve, though single readings can be large or run the other way; the % refers to the signal ratio; also: potency is read from the fitted curve at half-maximal effect; % is scaled to controls: 0 for no effect and ±100 for the full control effect
#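 Compounds (final 92 nM to 58 uM) are added to His-tagged MBNL1 and biotin-(CUG)12, then terbium anti-His antibody and streptavidin-XL665 (5 nM final). After 60 min at room temperature, the 665/545 nm ratio is read.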
# GALK inhibitor – qHTS Assay for Inhibitors of Human Galactokinase (GALK). P51570. Purified GALK, Kinase-Glo residual ATP luminescence. Potency, µM (doses to about 57.5 µM), for the others: at the highest dose activity change, negative = inhibition, actives largely listed as inhibitors. 0.007% of 270,000 active; also: potency is read from the fitted curve at half-maximal effect; % is scaled to controls: 0 for no effect and ±100 for the full control effect
#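 Quantitative HTS: GALK 5 nM, ATP 35 uM, galactose 100 uM, 1 h room temperature, then luciferase-based ATP detection.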
# TRPV1 ag – HTS Assay for Compounds that Act as Agonists of the Vanilloid Receptor 1 | Transient receptor potential cation channel subfamily V member 1 (Homo sapiens), Q8NER1 | TRPV1-expressing cells, Fluo-8 calcium influx, agonist mode | activation, % at 8.33 µM | 0.19% of 320,000 active | AID 540275, 2011; in the data active = activation above about 80%; inconclusive = between about 30% and that limit; also: 0% is about no effect
# Target sequence (Q8NER1 whole entry, looked up): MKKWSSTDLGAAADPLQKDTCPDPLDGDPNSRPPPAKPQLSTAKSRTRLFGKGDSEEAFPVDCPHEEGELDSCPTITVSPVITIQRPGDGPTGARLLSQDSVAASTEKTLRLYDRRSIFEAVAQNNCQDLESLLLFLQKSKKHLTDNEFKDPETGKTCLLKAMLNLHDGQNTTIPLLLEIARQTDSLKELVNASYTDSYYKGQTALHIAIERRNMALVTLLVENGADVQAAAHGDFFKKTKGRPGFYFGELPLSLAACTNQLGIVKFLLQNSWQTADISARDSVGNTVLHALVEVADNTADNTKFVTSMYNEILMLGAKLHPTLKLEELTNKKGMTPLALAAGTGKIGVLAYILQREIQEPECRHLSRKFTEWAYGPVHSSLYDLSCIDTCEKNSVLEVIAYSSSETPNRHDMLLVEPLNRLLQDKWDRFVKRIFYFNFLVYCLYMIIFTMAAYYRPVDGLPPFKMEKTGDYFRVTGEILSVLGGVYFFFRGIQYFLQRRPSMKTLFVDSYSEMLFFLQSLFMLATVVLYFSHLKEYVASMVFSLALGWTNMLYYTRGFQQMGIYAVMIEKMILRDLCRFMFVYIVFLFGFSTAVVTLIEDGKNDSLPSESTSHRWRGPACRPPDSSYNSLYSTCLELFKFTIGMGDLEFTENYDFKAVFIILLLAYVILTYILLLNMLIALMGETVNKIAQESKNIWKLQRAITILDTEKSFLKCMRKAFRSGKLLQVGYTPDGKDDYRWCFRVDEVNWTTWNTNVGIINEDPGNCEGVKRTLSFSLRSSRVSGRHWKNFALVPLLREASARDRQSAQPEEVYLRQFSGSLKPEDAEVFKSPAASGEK
#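 Fluo-8 calcium influx in TRPV1-expressing cells, kinetic read (ex 480/em 520 nm). Compound added and read 3 min for agonist activity, followed by capsaicin at EC20 final and 2 min further read for enhancement.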
# CXXC DNA block – qHTS Fluorescence Polarization Assay for Inhibitors of MLL CXXC domain - DNA interaction; Histone-lysine N-methyltransferase 2A (Homo sapiens), Q03164; MLL-CXXC / FITC-HOXA9 DNA fluorescence polarization; Potency, µM (doses to about 115 µM), inactives show at the top dose activity change, negative = inhibition, hits mostly inhibitors; 0.037% of 290,000 active; AID 2662, 2010; active = well fitted inhibition curve with a large enough effect in the polarisation, with a control signal flat, not every such curve was filed as active; inconclusive = small, poorly fitted or top-dose-only effect, or effect the other way, or a change in a side signal; inactive = no such curve, though single readings can be large or run the other way; the % refers to the polarisation; also: potency is read from the fitted curve at half-maximal effect
#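 Steps: dispense CXXC domain solution (7 uM) → pin compounds or unlabeled HOX-A9 DNA control → 5 min ambient → add FLSN-HOX-A9 solution (50 nM) → spin → 30 min ambient → fluorescence polarization. Tris pH 7.5/NaCl/DTT/BSA buffer.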
# AT treatment – qHTS Assay for Identifying a Potential Treatment of Ataxia-Telangiectasia | […] A-T fibroblasts, KAP-1 phosphorylation AlphaLISA; neocarzinostatin DNA damage 30 min before lysis | 0.19% of 320,000 active | Potency, µM (titrated, usually from 57.5 µM), for inactives: at the highest dose activation, usual class: activators | AID 485349, 2010; also: potency is read from the fitted curve at half-maximal effect; % of control where 0% means no effect; nearly all actives have a fitted effect of over 45% in size
#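 hTERT-immortalized A-T patient fibroblasts ([…]), 500 cells/well in OPTI-MEM, 1% FBS, got compounds for 60 min, then NCS for 30 min at 37C. Lysates were then assayed for phospho-KAP-1 by AlphaLISA (anti-pKAP1 donor, anti-KAP1 acceptor beads), 6 hr at 25C.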
# Integrin act MD – qHTS for Activators of Integrin-Mediated Alleviation for Muscular Dystrophy; AID 624291, 2012; Potency, µM (highest dose often 38.3 µM), for the others: at the highest dose activation, most hits filed as activators; alpha7betagal myoblasts, beta-gal FDG fluorescence, 48 h; 0.064% of 350,000 active;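 also: potency is read from the fitted curve at half-maximal effect; 100% = response of the positive control SU9516; nearly all actives have a fitted effect of over 60% in size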
#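 alpha7betagal+/- myoblasts (passage 13, 250/well) treated 48 h at 37C with compounds at 1:260 dilution of DMSO stock. Lysed, then beta-galactosidase activity read as FDG fluorescence (ex 480/em 540) after 30 min, with pre-read for autofluorescence.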
# hERG WT inh – qHTS for Inhibitors of KCHN2 3.1: Wildtype qHTS. Voltage-gated inwardly rectifying potassium channel KCNH2 (Homo sapiens), Q12809. U2OS, BacMam KCNH2, thallium flux FluxOr; stronger effect = lower value. 0.37% of 340,000 active. activity change, % at 1.84 µM;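 active = maximum activity change below -70%; inconclusive = maximum activity change between -70% and -50%; inactive = maximum activity change above -50%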; also: % is scaled to controls: 0 for no effect and ±100 for the full control effect
#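 U2OS cells transduced with wild-type KCNH2 virus are loaded with FluxOr dye for 45 min, and thallium flux is measured in kinetic reads before and after stimulation buffer. Rate constants are normalized to DMSO controls.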
# KCNH2 3.1 block – qHTS for Inhibitors of KCHN2 3.1: Mutant qHTS | Potassium voltage-gated channel subfamily H member 2, brain isoform KCNH2 3.1 (human) | U2OS KCNH2 3.1, thallium flux FluxOr; stronger effect = lower value | activity change, % (tested at about 1.8 µM) | 0.95% of 340,000 active | AID 720553, 2013;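 active = maximum activity change below -70%; inconclusive = maximum activity change from -70% to -50%; inactive = maximum activity change above -50%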;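 also: thallium influx rate constant from kinetic fluorescence after stimulation buffer; % is scaled to controls: 0 for no effect and ±100 for the full control effect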
#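 Measured as rate of thallium-driven FluxOr signal in transduced U2OS cells carrying the 3.1 channel, read kinetically for 2 min upon stimulation; values are rate constants scaled to DMSO control wells.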
# S-ASM inh – Inhibitors of Secretory Acid Sphingomyelinase (S-ASM): qHTS; placental ASM, HMU-PC fluorogenic substrate, 60 min; Potency, µM (top dose mostly 57.5 µM), for the others: top-dose activity change, negative = inhibition, most hits filed as inhibitors; 0.006% of 340,000 active; AID 504937, 2011; also: potency is read from the fitted curve at half-maximal effect
#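 Fluorogenic HMU-PC substrate (9 uM final) is turned over by placental ASM in 60 min at 37 C after a 10 min compound preincubation. Reaction ended by alkaline stop (pH 10), with fluorescence read at 386/447 nm.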
# * hit, by the source's call; ? = inconclusive; nt = no result given; [ ] = remark or other dose. Unless noted, calls follow the shape of the dose curve; as a rule, active = well fitted curve in the direction sought with a large enough effect; inconclusive = small, poorly fitted or top-dose-only effect, or another doubt; inactive = no such curve, though single readings can be large; an effect the other way counts as inactive or inconclusive.
Compound	AT treatment	KCNH2 3.1 block	MBNL1 CUG block	Coupling enz	CXXC DNA block	GALK inhibitor	hERG WT inh	TRPV1 ag	Integrin act MD	S-ASM inh
Cc1cccc(C)c1NC(=O)c1ccc(-c2ccc(Cl)cc2Cl)o1	-3.8%	-8.2	5.0%	-4.5	-1.4%	-1.9%	9.1	-1.7	17.2%	-9.6%
C=CCNC(=O)c1ccccc1S(=O)c1ccccc1C#N (stereo not drawn)	-0.5%	-2.8	-4.0%	0.8	-17.2%	-0.8%	2.6	-0.6	1.0%	4.7%
COc1ccc(-n2c(/C=C3\C(=O)N(C)c4ccccc43)nc3ccccc3c2=O)cc1	42.3%	9.4	0.9%	-4.4	18.0%	-1.6%	1.5	2.0	2.8%	-4.5%
Cn1nnnc1SCc1cn2cccnc2n1	13.4%	-2.6	5.1%	1.3	-1.6%	1.7%	3.7	-1.0	-7.2%	13.8%
CCc1cccc(C)c1NC(=O)Cn1nc(C)n2cccc2c1=O	-5.0%	8.9	2.0%	0.7	1.4%	-0.7%	-4.5	0.7	5.6%	-1.1%
c1coc(CNc2c3c(nc4ncnn24)CCC3)c1	19.9%	5.3	-3.0%	-2.3	-0.7%	2.1%	6.4	0.6	?	0.7%
COc1cc(OC)cc(C(=O)NCC(=O)NCc2ccccn2)c1	17.0%	-2.3	nt	nt	nt	nt	6.4	nt	0.0%	0.0%
CC1=C(C)CS(=O)N(S(=O)(=O)c2ccc(Cl)cc2)C1 (stereo not drawn)	0.3%	10.2	-1.1%	1.4	8.5%	0.4%	-8.4	19.3	-52.7%[inhibitor]	0.0%
COCCn1c(N)c(Sc2ccc(Cl)cc2)c(=O)[nH]c1=O	4.4%	17.6	-0.7%	1.2	-0.2%	6.1%	12.3	0.7	11.6%	1.1%
O=C(CCN1C(=O)C2C3C=CC(C3)C2C1=O)N1CCN(c2ccccc2F)CC1 (stereo not drawn)	-6.1%	-34.6	-11.9%	1.4	3.6%	1.7%	-19.0	21.6	13.0%	4.0%
Cc1c(Oc2ccc(C(F)(F)F)cc2[N+](=O)[O-])ccc2c3c(c(=O)oc12)CCC3	6.3%	10.4	6.4%	-1.1	-5.5%	0.6%	-22.2	1.2	-15.1%	203.9%[activator]
O=C(NCc1ccco1)c1ccc(COc2ccc(Cl)cc2)cc1	nt	17.8	-12.9%	4.4	-6.1%	2.3%	8.4	4.2	7.5%	?
N=C1C=CC(=C(c2ccc(N)cc2)c2ccc(N)cc2)C=C1	nt	-9.4	nt	nt	nt	nt	1.4	nt	-55.3%[inhibitor]	-15.1%
O=C(CN1CCN(S(=O)(=O)c2ccc(F)c(Cl)c2)CC1)N1CCOCC1	-4.4%	-27.9	nt	nt	nt	nt	-5.4	-7.6	-13.1%	4.3%
CSc1nc2ccc(NC(=O)c3nn(C(C)C)c(=O)c4ccccc34)cc2s1	10.3%	2.6	nt	6.2	-4.9%	0.2%	-3.6	2.8	-10.3%	-12.3%
CNC(=O)c1c(O)c2cccc3c2n(c1=O)CC3	nt	0.8	nt	nt	nt	nt	-3.3	nt	22.5%	2.1%
CCCNC(=O)C1CCN(S(=O)(=O)c2ccc3nc4c(c(C(=O)O)c3c2)CCCCC4)CC1	-7.8%	3.0	-11.1%	7.0	7.1%	-0.5%	7.6	-4.2	-8.0%	5.0%
CC1(c2ccccc2Cl)NC(=O)N(CC(=O)Nc2ccc3c(c2)OCO3)C1=O (stereo not drawn)	6.4%	-19.0	6.7%	-0.7	2.3%	1.4%	6.2	-0.1	?	-2.8%
COc1ccc(CCNC(=O)C2CCN(C(=O)c3ccccc3)CC2)cc1	-6.1%	20.0	4.1%	-0.5	0.5%	-0.2%	-0.3	0.2	2.7%	3.0%
CCOC(=O)c1c(C)[nH]c(C)c1C(=O)COC(=O)[C@@H](NC(=O)c1ccccc1OCC)C(C)C	-1.7%	-5.2	-0.5%	1.9	2.1%	0.7%	-4.7	9.5	-21.6%	-2.0%
CC(C)(C)C(=O)CSc1ncnc2sc3c(c12)CCC3	9.0%	-12.2	-20.8%	2.9	-0.2%	-0.6%	nt	23.1	9.6%	-6.7%
COc1cccc(/C=N/NC(N)=S)c1OCc1ccccc1Cl	3.8%	-0.5	nt	1.1	3.7%	0.2%	8.5	8.6	17.0%	0.0%
CCN1C(=O)CC(NNC(=O)c2ccc(Cl)cc2)C1=O (stereo not drawn)	-6.2%	-7.2	-6.8%	1.7	-1.5%	-2.3%	1.7	-0.2	9.9%	9.2%
CCOC(=O)/C(C(N)=NCc1ccco1)=C(/O)c1ccccc1	-2.8%	?	-16.6%	-5.6	16.5%	-1.5%	4.5	?	-3.0%	1.2%
Cc1ccc(C(=O)Nc2nc(=O)n(C)s2)cc1	-2.9%	-7.8	-0.6%	-12.3	4.5%	-0.7%	-2.8	-4.9	5.0%	2.5%
Cc1cccn2c(CNCC(C)Oc3cccnc3)c(C(=O)N3CCOCC3)nc12 (stereo not drawn)	-7.0%	1.2	-6.7%	1.2	-0.2%	2.3%	6.4	2.6	11.7%	6.8%
CCOC(=O)c1c(C)[nH]c(C(=O)N2CCN(C(=O)OCC)CC2)c1C	5.2%	-10.7	-1.9%	1.9	-3.0%	-1.3%	0.1	-1.3	-12.4%	6.6%
CCNC(=S)N1CCC(c2nc3ccccc3s2)CC1	1.8%	4.6	3.6%	5.0	3.9%	-2.2%	2.9	7.6	-11.1%	2.7%
O=C(/C=C/Nc1ccc(F)c(F)c1)c1ccc(Br)cc1	0.9%	-1.5	25.8%	0.7	35.5%[activator]	0.6%	4.0	0.4	-0.3%	31.6%
COc1ccccc1C(=O)C1CCCN(C(=O)CCC(=O)c2ccccc2)C1 (stereo not drawn)	-1.3%	17.3	-5.7%	4.1	-9.6%	-1.2%	-2.9	?	-17.2%	0.7%
Cc1ccc(-c2nnc(SCCC(=O)N3CCOCC3)o2)cc1	-0.8%	7.5	nt	0.5	-4.9%	3.2%	-18.2	?	9.7%	-1.8%
CCOc1ccc(NC(=O)C[n+]2ccc(N(C)C)cc2)cc1	2.0%	10.2	-4.9%	-14.8	7.1%	-0.5%	15.2	-1.1	-7.7%	1.5%
O=C(CSc1ncn(-c2ccccc2)n1)N1CCc2ccccc21	-3.6%	5.4	-10.0%	-10.6	18.6%	-1.5%	-1.7	14.6	-18.4%	-5.0%
CC(C)OCCCNC(=O)C1CCC(CNS(=O)(=O)c2ccc(Cl)cc2)CC1 (stereo not drawn)	18.6%	-9.6	-11.2%	-0.5	1.1%	nt	17.5	12.2	?	-0.3%
COc1ccc(S(=O)(=O)NC(C)C(=O)Nc2ccccc2)cc1Cl (stereo not drawn)	-4.9%	11.3	0.4%	-1.1	10.4%	-5.0%	-4.0	8.6	-18.2%	-1.2%
COc1ccc(N=Cc2ccc(CNS(=O)(=O)c3ccc(Cl)cc3)o2)cc1	-2.6%	2.3	-0.8%	2.7	-1.7%	2.3%	1.6	-3.2	12.9%	-0.3%
CC(C)(C)NC(=O)C(c1ccccn1)N(C(=O)C1CSC(=O)C1)c1ccc(F)cc1 (stereo not drawn)	-0.7%	4.1	-15.0%	2.9	-8.5%	nt	-2.4	-0.6	-13.7%	0.7%
O=C(NCc1ccccc1Cl)C1CCCN1C(=O)Nc1ccccc1 (stereo not drawn)	-0.6%	5.5	-5.7%	2.3	3.3%	-4.7%	-0.5	4.9	?	5.1%
CC(C)(C)C(=O)N1CCN(S(=O)(=O)c2ccc3c(c2)OCCCO3)CC1	7.3%	-0.7	nt	nt	nt	nt	34.0	2.1	-3.5%	1.7%
CCN(C(=O)c1cn(C)c(=O)c2cc(OC)c(OC)cc12)c1cc(C)ccc1C	-5.0%	2.3	-1.5%	0.1	-5.0%	0.5%	-49.8	9.2	-12.7%	-0.3%
